# 12-LOX inh: blocks human arachidonate 12S-lipoxygenase | P18054 | purified 12hLO, xylenol orange hydroperoxide absorbance | Potency, µM (doses to about 108 µM), for the others: at the top dose activity change, negative = inhibition, actives largely listed as inhibitors | 1.1% of 580,000 active | AID 1671190; active = well fitted inhibition curve with a large enough effect; inconclusive = small, poorly fitted or top-dose-only effect, or another doubt; inactive = no such curve, though single readings can be large or run the other way
# Target sequence (P18054 whole entry, looked up): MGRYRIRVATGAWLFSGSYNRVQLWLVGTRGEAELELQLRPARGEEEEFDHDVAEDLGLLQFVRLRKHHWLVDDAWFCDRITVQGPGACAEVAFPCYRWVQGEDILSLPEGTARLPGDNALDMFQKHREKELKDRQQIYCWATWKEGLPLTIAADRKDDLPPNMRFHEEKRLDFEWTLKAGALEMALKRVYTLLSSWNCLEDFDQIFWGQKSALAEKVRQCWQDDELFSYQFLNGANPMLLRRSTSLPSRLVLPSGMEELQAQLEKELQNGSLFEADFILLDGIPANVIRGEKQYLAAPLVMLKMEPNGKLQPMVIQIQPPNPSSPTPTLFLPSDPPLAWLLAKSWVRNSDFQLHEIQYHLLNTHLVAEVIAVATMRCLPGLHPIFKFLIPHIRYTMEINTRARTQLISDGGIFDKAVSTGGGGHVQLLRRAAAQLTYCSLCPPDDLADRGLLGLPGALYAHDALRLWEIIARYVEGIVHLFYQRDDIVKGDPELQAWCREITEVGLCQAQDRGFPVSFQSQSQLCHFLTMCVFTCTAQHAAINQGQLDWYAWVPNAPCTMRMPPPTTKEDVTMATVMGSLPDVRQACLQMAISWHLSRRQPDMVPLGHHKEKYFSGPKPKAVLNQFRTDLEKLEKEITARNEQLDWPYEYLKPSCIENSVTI
#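 Purified human 12hLO (150 nM final) in 25 mM Hepes, 0.01% Triton X-100, pH 7.0 was preincubated 15 min at room temperature with compound. Then 40 uM arachidonic acid was added, 30 min. Hydroperoxide was read by Fe-XO absorbance ratio 573/405 nm.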
# Numbers without * were called inactive; ? = inconclusive; [ ] = remark or other dose. % is set by controls: 0 for no effect and ±100 for the full control effect; potency is the fitted concentration of half-maximal effect. The list is partial; count on the stated rates, not on these rows.
SMILES,12-LOX inh
COc1ccccc1-c1cc(C(=O)NCc2c(C)cc(C)[nH]c2=O)c2c(c1)N(C)CCO2,-54%[176 µM]
Cc1ccc(S(=O)(=O)Cc2noc([C@@H]3C[C@@H](O)CN3CC3CCCCC3)n2)cc1,3%[176 µM]
CCOc1ccc(CC(=O)N2CCCN(c3cc(-c4ccc(F)cc4)[nH]n3)CC2)cc1OCC,62%[activator]
COc1ccc(NC(=O)c2cc3c(C)nn(CC(C)C)c3s2)cc1S(=O)(=O)N1CCOCC1,-9%
O=C(Nc1ccc(S(=O)(=O)N2CCOCC2)cc1)C1CC(=O)N(CCc2ccc(F)cc2)C1 (stereo not given),?
COc1ccc(NC(=O)CSC2=C(C#N)C(c3ccc(Cl)cc3)C(C(C)=O)=C(C)N2)cc1 (stereo not given),?
CCc1nc2c(OCC(N)=O)cccn2c1N(C)C(=O)c1cccs1,-39%
S=C1NC(C23CC4CC(CC(C4)C2)C3)=CC(c2ccccc2Cl)N1 (stereo not given),?
COC(=O)c1ccc2c(=O)[nH]c(CSc3nnc(-c4cccnc4)n3Cc3ccccc3)nc2c1,19%
O=C1C2=C(Nc3ccccc3SC2c2ccccc2)c2ccccc21 (stereo not given),1%

# Part of the list above, with bars between the fields.
SMILES | 12-LOX inh
COc1ccc(NC(=O)c2cc3c(C)nn(CC(C)C)c3s2)cc1S(=O)(=O)N1CCOCC1 | -9%
CCOc1ccc(CC(=O)N2CCCN(c3cc(-c4ccc(F)cc4)[nH]n3)CC2)cc1OCC | 62%[activator]

# (list continues)
SMILES,12-LOX inh
O=C(Nc1ccc(F)cc1)C1CC(=O)N(c2n[nH]c3cc(Br)ccc23)C1 (stereo not given),40%
O=C(NCc1ccc(F)cc1)c1cc(C2CCCN(C(=O)c3cccs3)C2)on1 (stereo not given),7%
CC(C)(C)c1ccc(S(=O)(=O)N[C@H]2CC[C@@H](n3cc(C(=O)N4CCCC4)nn3)CC2)cc1,2%
Cc1ccc(CN2C(=O)C(C)Sc3ccc(C#N)cc32)cc1 (stereo not given),-2%
CCCCNC(=O)CS(=O)Cc1nc(-c2ccc(Cl)cc2)oc1C (stereo not given),?
Cc1cc(Cl)ccc1C(O)c1ncc(-c2ccc(C(F)(F)F)cc2)[nH]1 (stereo not given),6%
CC(C)CN1C(=O)c2ccccc2C(C(=O)NCc2ccco2)C12CCCC2 (stereo not given),17%
C[C@@]1(O)CCN(CC(=O)N2CCOc3ccccc32)C[C@@H]1O,36%
COc1cc(F)ccc1-c1cc(-c2c(C)noc2C)c2cncn2c1,?
COc1ccc(-c2nc(C)nc3c2CCN(C(=O)c2ccccc2OC)CC3)cc1,42%[activator]
CCCCC1CCC(c2nc(C#N)c(N3CCN(C)CC3)o2)CC1 (stereo not given),?
Cc1cccc(-c2[nH]ncc2-c2ccc3ncccc3n2)n1,-28%[57.4 µM]
N#CC1(NC(=O)COC(=O)CSc2nc3ccccc3o2)CCCCC1,-30%
Cc1cc2nc(/C=C/c3cccc(C(F)(F)F)c3)sc2cc1C,-30%
Cn1nc(C2CC2)cc1NC(=O)C1(C)CCN1C(=O)Cc1ccc(-c2ccccc2)cc1 (stereo not given),?
Cn1c(CC2CCS(=O)(=O)C2)nnc1SCC(=O)Nc1ccc(Oc2ccccc2)cc1 (stereo not given),19%
CCCCNC(=O)Nc1ccccc1CC(N)=O,?
FC1CCN(Cc2cn(Cc3ccccc3)nc2-c2cc3ccccc3o2)CC1,4%
O=C1NC2(CCCN(C(=O)c3ccc(F)cc3)C2)Oc2ccccc21 (stereo not given),27%[176 µM]
O=C([C@H]1CCC[C@@H](O)C1)N1CCN(Cc2ccc(C(F)(F)F)cc2)CC1,9%
Cc1ccc(NC(=O)CC(C)(C(=O)O)c2ccccc2)c(C)c1 (stereo not given),-4%
COc1ccc(-c2ccc3nnc(CNC(=O)Cc4cccc(F)c4)n3n2)cc1,11%
COc1ccc(C(C#N)=Cc2cccc(OC)c2OC)cc1,11%
CCOCCCNC(=O)NCCc1noc(-c2cccnc2)n1,5%
CC(C)(C)n1nc(C2CCOCC2)nc1C1=NNC(=O)CC1,69%[activator]
CN1CCCCCC(O)c2cc(C(=O)NCc3ccc(F)cc3)ccc21 (stereo not given),2%
NCCC(=O)N1CCC2(CC1)CN(C(=O)c1ccc(Cl)cc1)CCO2,?
COC[C@@H]1CN(C(=O)c2ccc(F)cc2Cl)C[C@H]1C(N)=O,45%[activator]
O=C1NC2(CN(C(=O)c3ccccc3F)C2)Oc2ccccc21,21%[176 µM]
COc1cccc(CN2CCc3nc(C(=O)Nc4nc(C)cs4)oc3CC2)c1,66%[activator][176 µM]
Cn1cccc1CN1CCC2(CC1)C(=NC1CCCC1)NC(=O)N2c1cc(F)cc(F)c1,14%[6.33 µM]
Cc1cccc(C(=Cc2ccc([N+](=O)[O-])cc2)C(=O)O)c1,4%
CNC(=O)NCCc1ncc(C)n1C1CCCCCCC1,74%[activator]
CC(=O)N1C(=O)C2(NCC(C)N2)c2ccccc21 (stereo not given),-18%
CCNC(=O)c1ccccc1N,21%
COc1ccc2ccccc2c1CN1CCc2ccccc2C1,?
O=C(Nc1ccc2oc(-c3ccc(F)cc3)nc2c1)c1ccc([N+](=O)[O-])o1,?
Cc1[nH]c2ccc(C(=O)N(Cc3ccccc3F)C3CC3)cc2c1C,?
CC1CCCCN1C(=O)CN1CCN(C(=O)CCc2c[nH]c3ccccc23)CC1 (stereo not given),-11%
Cn1nc(C(=O)N2CCCc3ccc(F)cc32)c2ccccc2c1=O,-20%

# The final 6 entries of the section before lead into the next:
SMILES,12-LOX inh
CCNC(=O)c1ccccc1N,21%
COc1ccc2ccccc2c1CN1CCc2ccccc2C1,?
O=C(Nc1ccc2oc(-c3ccc(F)cc3)nc2c1)c1ccc([N+](=O)[O-])o1,?
Cc1[nH]c2ccc(C(=O)N(Cc3ccccc3F)C3CC3)cc2c1C,?
CC1CCCCN1C(=O)CN1CCN(C(=O)CCc2c[nH]c3ccccc23)CC1 (stereo not given),-11%
Cn1nc(C(=O)N2CCCc3ccc(F)cc32)c2ccccc2c1=O,-20%
COC(=O)C1=CN(Cc2ccc(F)cc2)C=C(C(=O)OC)C1c1ccc(O)cc1,?
COC(=O)[C@]12CCCCC=C1N(CCc1ccc(OC)c(OC)c1)C(=O)[C@H](CC(=O)N1CCOCC1)C2,5%
Cc1oc(-c2cccs2)nc1CC(=O)N(Cc1ccc(C(=O)NC2CC2)cc1)C1CC1,1%
COc1ccc(NC(=O)/C=C/c2ccc(C(C)(C)C)cc2)cc1Cl,?
O=C(O)CO[C@@H]1COCC[C@H]1NC(=O)c1ccccc1-c1ncn[nH]1,?
CCCN(C)c1ccc(/C=N/NC(=S)Nc2ccc(C)cc2)cc1,?
CC(=O)Nc1ccc(C2(C(=O)NCc3ccco3)CCC2)cc1,30%
CN1CCCN(S(=O)(=O)c2ccccc2F)c2ccccc21,?
CSCCC(C(=O)NC1CCCC1)n1c(-c2ccncc2)nc2ccccc21 (stereo not given),-5%
COc1ccc(C(=O)N[C@@H]2C=C[C@@H](c3c(C)nn(Cc4ccccc4)c3C)C2)cc1,14%[176 µM]
Cc1ccc2c(c1)nc1n2[C@@H](CNC2CCC2)COC1,-8%[176 µM]
CCC1Oc2ccc(NC(=O)Cc3ccc(F)cc3)cc2CN(Cc2cccc(OC)c2)C1=O (stereo not given),4%
N#Cc1cccc(/C=C/C(=O)c2ccsc2)c1,-30%
CCc1ccccc1Nc1nc(-c2c(C)nc3sccn23)cs1,?
C=CCN(CC=C)Cc1c(C)[nH]c2c(C)cc(C)cc2c1=O,9%
Oc1ccc(O)c([S+]2CCCC(C3CCCCC3)C2)c1 (stereo not given),18µM*
O=C(Sc1cccc2cccnc12)c1ccccc1Cl,-18%
COC(=O)c1nc(NC(=O)C[C@H]2NC(=O)c3ccccc3NC2=O)sc1CC(C)C,44%[activator]
COc1ccccc1CN1CCNC(=O)C1CC(=O)N(C)C1CCOCC1 (stereo not given),2%
CCOC(=O)C(NC(=O)c1ccccc1)C(C)C (stereo not given),8%
COCCCN1C(=O)C(CC(=O)NCc2ccco2)CC(C(=O)N2CCOCC2)=C1C (stereo not given),-24%
Cc1nn2c(NCCN(C)C)cc(C(C)(C)C)nc2c1-c1ccccc1,-11%
CS(=O)(=O)Nc1ccc(C2=NN(C(=O)CCC(=O)O)C(c3ccc(F)cc3)C2)cc1 (stereo not given),-7%
Cc1[nH]c2ccccc2c1C1c2ccccc2C(=O)N1CC(=O)N(C)C (stereo not given),19%
CCOC(=O)[C@]12CCCC=C1N(CCc1ccc(OC)c(OC)c1)C(=O)[C@H](CC(=O)NCCCN1CCCC1=O)C2,12%
CN1CCC(NC[C@H]2O[C@H](Cc3cc(-c4ccccc4)on3)CC[C@@H]2O)CC1,27%[176 µM]
COc1cc2c(cc1OC)CN(C(=O)c1sc3cccc(F)c3c1C)CC2,?
Cc1ncc(CO)c(CN2CCC3(Cc4ccccc4CNC3=O)C2)c1O (stereo not given),6%[6.33 µM]
Cc1ccc(CN2CCC(CNC(=O)Nc3cn(CC(C)C)c(=O)c4ccccc34)C2)cc1 (stereo not given),45µM*
COCCNc1nc2c(c(=O)n(C)c(=O)n2C)n1CCOC,12%
N#Cc1ccc(Oc2ccc(C(=O)OCC(=O)c3ccc(Cl)cc3)cc2)cc1C#N,3%
CCOCc1nc(C2CCCN(C(=O)c3cccc(OC)c3)C2)no1 (stereo not given),36%[activator]
Cc1cccc(NCc2cc(C(C)(C)C)c(O)c(C(C)(C)C)c2)c1,10µM*
COC(=O)c1cccc(C(=O)NCC2CCC2)c1,23%
O=C(c1ccc(N2CC[C@H](O)C2)nc1)N1CCC(Oc2cccnc2)CC1,15%
CN1CCOc2c(C(=O)NCCc3cnc[nH]3)cc(-c3ccc(N4CCOCC4)cc3)cc21,19%
COCCn1c(-n2nc(C)cc2C)nc2c1c(=O)n(CCc1ccccc1)c(=O)n2C,32%
O=C1CCCCC(Cc2cccnc2)(C(=O)NCC2CC2)N1 (stereo not given),51%[activator]
CC(NC(=O)C(c1ccccc1)C1CCCC1)C12CC3CC(CC(C3)C1)C2 (stereo not given),4%
CCCC(=O)Nc1ccccc1NC(=O)c1ccc(C(C)(C)C)cc1,1%
CCN(CC)C(CNC(=O)Cc1ccccc1OC)c1ccsc1 (stereo not given),-2%
CCn1c(C2CCCN(C(=O)c3sc(C(C)C)nc3C)C2)nn(C)c1=O (stereo not given),?
CCN(CC)C(=O)c1ccc2nc([C@H]3C[C@H](O)[C@@H](CO)O3)[nH]c2c1,7%
CC(NC(=O)Cn1nc(C(=O)O)c2ccccc2c1=O)c1ccc(Cl)cc1Cl (stereo not given),?
O=C(NCCC1CCN(C(=O)Nc2cccc(F)c2)CC1)c1cc(F)ccc1F,42%
c1ccc(-c2ccc3ncc(Nc4cnccn4)n3n2)cc1,30%[activator][176 µM]
CC1CC1c1ccc(/C=C/C(=O)N(Cc2ccccc2)C2CC2)o1 (stereo not given),8.9µM*
O=C(c1ccccc1Cl)N1CCC(c2nn(-c3ccc(Cl)cc3)c(=O)[nH]2)CC1,35µM*
O=C(O)C1C2CCC(C2)C1C(=O)NCCCN1CCOCC1 (stereo not given),9%
COc1cc(OC)cc(-c2onc(C)c2C(=O)NCc2ccccc2)c1,1%

# Six structures already listed, arranged by molar mass, low to high:
SMILES,12-LOX inh
CCN(CC)C(CNC(=O)Cc1ccccc1OC)c1ccsc1 (stereo not given),-2%
NCCC(=O)N1CCC2(CC1)CN(C(=O)c1ccc(Cl)cc1)CCO2,?
CSCCC(C(=O)NC1CCCC1)n1c(-c2ccncc2)nc2ccccc21 (stereo not given),-5%
Cn1nc(C2CC2)cc1NC(=O)C1(C)CCN1C(=O)Cc1ccc(-c2ccccc2)cc1 (stereo not given),?
COc1ccc(NC(=O)CSC2=C(C#N)C(c3ccc(Cl)cc3)C(C(C)=O)=C(C)N2)cc1 (stereo not given),?
COC(=O)c1ccc2c(=O)[nH]c(CSc3nnc(-c4cccnc4)n3Cc3ccccc3)nc2c1,19%

# (continued)
SMILES,12-LOX inh
CCOc1ccc(OCC)c(-c2nc3ccc(-c4ccc(OC)c(OC)c4OC)cc3o2)c1,30%
CCc1nc2ccc(C(=O)NCCCN3CCCC3=O)cn2c1N(C)C(=O)C1CCCCC1,14%
CC(C)(C)OC(=O)NCCc1onc(-c2cccc([N+](=O)[O-])c2)c1C(=O)O,?
Cc1ccc(N2CCN(C(=O)c3cc(C(F)(F)F)nn3C)CC2=O)cc1,37%[activator]
COCCOc1ncccc1-c1noc([C@@H]2CCCN2C2CCN(C(C)=O)CC2)n1,4%[176 µM]
CCOc1ccc(C2C3=C(CC(C)(C)CC3=O)N(CCCOC)C3=C2C(=O)CC(C)(C)C3)cc1OC,-1%
N#Cc1ccc(CN2CCc3nc(C(=O)NCc4cccc(F)c4)oc3CC2)cc1,2%[176 µM]
COc1ccc(C(=O)N2CCCCCCNC(=O)[C@@H]3CCCC[C@@H]32)cc1F,10%
O=C(CC[C@H]1NC(=O)c2ccccc2NC1=O)Nc1ccncc1,6%
O=C(c1ccncc1)N1CCC(Oc2ccccc2-c2nc(-c3ccccc3)no2)C1 (stereo not given),?
O=C(COc1ccccc1)Nc1ccc2c(=O)c3ccccc3oc2c1,4%
CC(C)Oc1cccc(-c2nnc(CCC(=O)NCC3CCCCC3)c(=O)[nH]2)c1,11%
CC(=O)c1sc(-c2ccc(Br)cc2)nc1C,10%
O=C(Cn1cccc1-c1nc(-c2ccc3c(c2)OCO3)no1)NCCc1ccccc1,36%
O=C(NCCc1ccccn1)c1ccc(C2CCCCC2)cc1,-21%
O=C(CC[C@@H]1CNC(=O)[C@@H]2C[C@H](NS(=O)(=O)c3ccc(F)cc3)CN12)NCc1ccccc1,57%
